# TCR activator – activators of T cell receptors; AID 504894; 330,000 tested, under 10 active; primary human leukocytes, anti-CD3, IL-2 HTRF, 48 h; Potency, µM (titrated, usually from 9.22 µM), inactives show top-dose activation of IL-2 secretion, usual class: activators; note: % of control where 0% means no effect
#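 Primary human leukocytes were stimulated with a-CD3 beads plus compounds for 48 hr without co-stimulation; secreted IL-2 was quantified by HTRF using a-IL-2-K (europium cryptate) and a-IL-2-d2, excited at 320nm with acceptor emission read at 665nm.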
# ELG1 DNA repair – ELG1-dependent DNA repair inhibition. HEK293T ELG1-luciferase reporter, luminescence, 16 h; DNA damage induced by 5-fluorouridine. Potency, µM (doses to about 46.1 µM), for inactives: at the top dose activity change, negative = inhibition, most hits filed as inhibitors. 330,000 compounds, 2.3% hits. AID 504467; note: potency is the fitted concentration of half-maximal effect; % is set by controls: 0 for no effect and ±100 for the full control effect; nearly all actives have a fitted effect of over 55% in size
#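 Step one: seed 2,000 cells per well. Step two: pin-transfer compound or DMSO alongside 5-fluorouridine. Step three: incubate 16 hr, 37 °C, 5% CO2. Step four: add ONE-Glo, wait 30 min, read luminescence.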
# KCNH2 WT inh – KCNH2 (human, wildtype) channel inhibition; Q12809; U2OS, BacMam KCNH2, thallium flux FluxOr; stronger effect = lower value; 340,000 compounds, 0.37% hits; AID 720551; activity change, % at 1.84 µM;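 active = maximum activity change below -70%; inconclusive = maximum activity change between -70% and -50%; inactive = maximum activity change above -50%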; note: % is set by controls: 0 for no effect and ±100 for the full control effect
#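 U2OS cells transduced with wild-type KCNH2 virus are loaded with FluxOr dye for 45 min, and thallium flux is measured in kinetic reads before and after stimulation buffer. Rate constants are normalized to DMSO controls.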
# KCNH2 3.1 inh – KCNH2 3.1 (human) potassium channel inhibition | U2OS KCNH2 3.1, thallium flux FluxOr; stronger effect = lower value | activity change, % (tested at about 1.8 µM) | 340,000 compounds, 0.95% hits | AID 720553;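 active = maximum activity change below -70%; inconclusive = maximum activity change from -70% to -50%; inactive = maximum activity change above -50%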;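 note: thallium influx rate constant from kinetic fluorescence after stimulation buffer; % is set by controls: 0 for no effect and ±100 for the full control effect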
#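 FluxOr-based Tl+ influx in U2OS cells transduced with KCNH2 3.1 virus; rate constants normalized to DMSO controls.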
# Mito fusion yeast – mitochondrial division inhibition or fusion activation | S. cerevisiae fusion-defective mutant growth rescue, CellTiterGlo 48 h | Potency, µM (highest dose often 46.1 µM), without a hit: at the highest dose growth rescue (activation), hits mostly activators | 320,000 compounds, 0.23% hits;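 note: potency is the fitted concentration of half-maximal effect; % of control where 0% means no effect; nearly all actives have a fitted effect of over 45% in size; temperature-sensitive fusion mutants such as fzo1-1 at 37 °C on non-fermentable ethanol glycerol medium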
#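 Yeast fusion mutant, YPEG (non-fermentable carbon), compound, 48 h at 37C non-permissive; CellTiterGlo added, 10 min RT, luminescence read. Rescued growth = division inhibition.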
# Eya2 phos inh – Eya2 (human) phosphatase inhibition; Potency, µM (titrated, usually from 76.9 µM), for the others: at the highest dose activity, negative = inhibition, actives largely listed as inhibitors; recombinant Eya2, OMFP fluorescence dephosphorylation (OMFP is methylfluorescein phosphate); 330,000 compounds, 0.006% hits; O00167; note: potency is the fitted concentration of half-maximal effect; % is set by controls: 0 for no effect and ±100 for the full control effect
#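 Eya2 (0.2 uM) preincubated 10 min at ambient with compound, then OMFP substrate added at 50 uM; 10 min reaction in 50 mM HEPES pH 7.5, 50 mM NaCl, 5 uM MgCl2, 0.05% BSA, 1 mM DTT. Fluorescence read at Ex 485/Em 525 nm.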
# TRPV1 ag – activates the human vanilloid receptor TRPV1; Q8NER1; TRPV1-expressing cells, Fluo-8 calcium influx, agonist mode; activation, % at 8.33 µM; 320,000 compounds, 0.19% hits; in the data active = activation above about 80%; inconclusive = between about 30% and that limit; note: 0% is about no effect
#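 Cells expressing TRPV1 were dye-loaded with Fluo-8 and read kinetically: 10 s baseline, 3 min after compound (agonist portion), then 2 min after EC20 capsaicin (allosteric enhancer portion). Calcium-bound dye fluorescence at 480/520 nm.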
# TSHR antagonist – antagonists of human thyroid stimulating hormone receptor; P16473; TSHR-expressing cells, TSH-stimulated cAMP HTRF, 2 h; stronger effect = lower value; activity change, negative = inhibition, % at 11.5 µM; 330,000 compounds, 0.2% hits; AID 504810;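 active = activity change below a set negative limit, meaning inhibition stronger than a set level, cut at about -70% in these data; inconclusive = activity change between two set negative limits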; note: % is set by controls: 0 for no effect and ±100 for the full control effect
# Target sequence (P16473 whole entry, looked up): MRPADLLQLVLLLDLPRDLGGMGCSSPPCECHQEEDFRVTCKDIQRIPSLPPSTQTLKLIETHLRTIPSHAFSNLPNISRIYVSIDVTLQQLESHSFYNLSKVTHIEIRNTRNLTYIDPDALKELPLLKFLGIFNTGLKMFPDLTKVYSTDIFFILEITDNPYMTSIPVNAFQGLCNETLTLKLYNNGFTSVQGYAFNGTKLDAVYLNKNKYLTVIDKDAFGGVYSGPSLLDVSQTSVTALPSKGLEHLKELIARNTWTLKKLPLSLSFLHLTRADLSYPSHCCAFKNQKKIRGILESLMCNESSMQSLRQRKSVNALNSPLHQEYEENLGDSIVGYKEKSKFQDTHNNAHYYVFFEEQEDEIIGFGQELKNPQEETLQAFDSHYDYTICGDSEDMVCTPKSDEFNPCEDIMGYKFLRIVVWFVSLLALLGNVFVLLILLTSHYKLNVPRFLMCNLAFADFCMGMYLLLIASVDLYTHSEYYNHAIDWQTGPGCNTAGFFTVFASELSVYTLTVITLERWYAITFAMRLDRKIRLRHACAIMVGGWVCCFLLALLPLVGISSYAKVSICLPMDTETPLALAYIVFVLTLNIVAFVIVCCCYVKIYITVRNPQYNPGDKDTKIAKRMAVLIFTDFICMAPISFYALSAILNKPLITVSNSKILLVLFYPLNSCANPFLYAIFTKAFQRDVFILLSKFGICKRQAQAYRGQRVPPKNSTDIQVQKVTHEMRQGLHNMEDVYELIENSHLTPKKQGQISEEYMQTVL
#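 TSHR-expressing cells were treated with compounds, then stimulated with TSH at EC80 (4nM final) for 2 hours at 37 deg C. Cellular cAMP was measured by HTRF competition between lysate cAMP and cAMP-d2 for a cryptate-labelled anti-cAMP antibody.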
# AT treatment – potential ataxia-telangiectasia treatments restoring KAP-1 phosphorylation; […] A-T fibroblasts, KAP-1 phosphorylation AlphaLISA; neocarzinostatin DNA damage 30 min before lysis; Potency, µM (doses to about 57.5 µM), without a hit: top-dose activation, actives largely listed as activators; 320,000 compounds, 0.19% hits; AID 485349; note: potency is the fitted concentration of half-maximal effect; % of control where 0% means no effect; nearly all actives have a fitted effect of over 45% in size
#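 ATM-like activity read as KAP-1 phosphorylation via AlphaLISA donor/acceptor antibody pairs after lysis and 6 hr at 25C. Cells were ATM-null patient fibroblasts ([…], hTERT), dosed 60 min, then exposed to the DSB inducer NCS for 30 min.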
# USP2a inh – blocks human ubiquitin-specific protease USP2a | O75604 | USP2 core, Ub-CHOP2 coupled fluorogenic reporter, 485/531 | Potency, µM (titrated, usually from 38.3 µM), without a hit: at the highest dose activity change, negative = inhibition, hits mostly inhibitors | 330,000 compounds, 0.01% hits;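 note: potency is the fitted concentration of half-maximal effect; plate controls were DMSO wells for no effect and full inhibition by NEM control for full effect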
#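 USP2 core (10nM final) preincubated 30min RT with compound in 20mM Tris-HCl pH 8.0, 2mM CaCl2, 2mM beta-mercaptoethanol, 0.05% CHAPS; 25nM Ub-CHOP2 plus 25nM reporter substrate added, fluorescence (Ex485/Em531) read after 60min.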
# Active calls of the source: *; ? = inconclusive; · = no result given; & = joins results of further samples; [ ] = remark or other dose. Unless noted, calls come from the whole dose curve; as a rule, active = well fitted curve in the direction sought with a large enough effect; inconclusive = small, poorly fitted or top-dose-only effect, or another doubt; inactive = no such curve, though single readings can be large; an effect the other way counts as inactive or inconclusive.
nr	Molecule	TCR activator	ELG1 DNA repair	KCNH2 WT inh	KCNH2 3.1 inh	Mito fusion yeast
1	Clc1cccc(/C=N\Nc2nccs2)c1	3.7%	?	-12.4	-7.0	0.4%
2	CC(C)c1ccc(N(C(=O)c2csnn2)C(C(=O)NC2CCCC2)c2ccncc2)cc1 (centres undefined)	-4.7%	?	-1.0	-23.1	6.3%
3	Cc1ccc(/C=C/C(=O)C2C(=O)c3ccccc3C2=O)cc1	-7.6%	?	-11.8	4.5	5.9%
4	CSc1ccccc1C(=O)C1CCCN(Cc2cccc(C)n2)C1 (centres undefined)	6.5%	-15.2%	-0.8	19.4	-4.5%
5	Cn1nc(-c2ccc(OCC(=O)N3CCN(Cc4ccccc4)CC3)cc2)c2ccccc2c1=O	-1.5%&0.0%	?	-0.2&-20.7	13.5&3.6	2.8%&1.7%
6	CCN1C(=O)C(=Cc2c(C)n(CC(=O)NCC3CCCO3)c3ccccc23)C(=O)N(CC)C1=S (centres undefined)	3.9%	-1.7%	5.7	-1.3	2.2%
7	COc1cc2c(cc1OC)[C@@]13CCN4CC5=CCO[C@H]6CC(=O)N2[C@H]1[C@H]6[C@H]5C[C@H]43	0.3%	-2.0%	4.8	-15.8	-1.6%
8	C=CCOc1c(Cl)cc(CNc2ccc3[nH]c(=O)[nH]c3c2)cc1OC	-1.5%[46.1 µM]	?	4.5	6.9	3.3%
9	Cc1ccc(C(=O)C2CN(C)CC2C(=O)c2ccc(C)cc2)cc1 (centres undefined)	5.7%	?	7.0	-21.8	-3.1%
10	CCN(CC)S(=O)(=O)c1ccc(N=Cc2c(O)n(-c3ccccc3)c(=O)[nH]c2=O)cc1	1.7%	-5.6%	-4.9	15.3	-2.0%

nr	Eya2 phos inh	TRPV1 ag	TSHR antagonist	AT treatment	USP2a inh
1	-16.3%	-0.2	-0.5	0.2%	-2.2%
2	-10.1%	5.6	-3.7	5.3%	4.0%
3	6.6%	0.4	7.9	-15.9%	1.5%
4	3.7%	1.0	-7.2	0.7%	8.6%
5	-1.8%&14.1%	18.3&-0.6	-18.8&-31.5	-1.4%&3.7%	-0.3%&-1.4%
6	-3.7%	-4.3	-11.0	10.4%	0.9%
7	7.6%	-1.0	2.4	-18.3%	1.0%
8	-6.4%	?	-7.2	13.7%	0.9%
9	4.6%	6.4	-3.3	-4.8%	0.2%
10	12.8%	3.6	3.6	-7.4%	-0.5%

# Additional entries
nr	Molecule	TCR activator	ELG1 DNA repair	KCNH2 WT inh	KCNH2 3.1 inh	Mito fusion yeast
11	CC(c1ccc(F)cc1)n1cc(C(=O)NCc2ccc3c(c2)OCO3)nn1 (centres undefined)	3.9%	0.3%	5.9	-5.5	-3.4%
12	NP(=O)(Oc1ccccc1Cl)Oc1ccccc1Cl	5.2%	?	6.1	9.5	-10.3%
13	COC(=O)C1=C(c2cccc(OCc3ccccc3)c2)C[C@@H]2CC[C@H]1N2C(=O)NCc1ccc(Br)cc1	2.7%	-23.4%	-15.8	-17.8	9.0%
14	COc1cc(O)c(C(=O)O)c(-c2cc(O)c(O)cc2C)c1	9.1%	2.5%	1.9	6.1	-13.0%
15	O=C(COc1ccccc1)c1cn(Cc2ccccc2)c2ccccc12	-1.7%[46.1 µM]	?	7.5	-21.1	22.3%
16	COC(=O)C1=C(c2ccc(OC(F)(F)F)cc2)C[C@@H]2CC[C@H]1N2C(=O)NCc1ccc(F)cc1	-3.5%	-13.1%	2.4	-4.0	?
17	COc1ccc(-c2nc3ccccc3c(=O)n2-c2cccnc2)cc1	-4.2%	11.5%	?	-6.3	-0.4%
18	CN1Cc2c(c(C#N)c(N)n(C)c2=S)CC1(C)C	-3.7%	-3.0%	-11.1	4.4	-1.8%
19	C=CCn1c(O)c(/C(C)=N/N2CCCCC2)c(=O)[nH]c1=O	-1.2%	50.2%	-1.8	-5.6	2.7%
20	C#CCN(C)C(C)Cc1ccccc1 (centres undefined)	-12.2%	2.5%	28.3	-2.1	-2.9%

nr	Eya2 phos inh	TRPV1 ag	TSHR antagonist	AT treatment	USP2a inh
11	-13.2%	?	-11.1	4.1%	1.9%
12	5.3%	-1.8	-3.0	1.4%	0.0%
13	-3.7%	-1.7	-5.9	10.5%	0.1%
14	8.5%	0.0	8.1	18.9%	-11.9%
15	1.0%	30.0	10.8	8.8%	5.7%
16	-10.8%	20.9	-18.0	-0.1%	2.9%
17	1.7%	?	14.3	6.5%	2.8%
18	-1.7%	1.3	-4.4	0.8%	13.8%
19	7.4%	-5.0	-2.0	3.0%	0.6%
20	2.7%	-1.6	17.1	-7.5%	3.7%

# Entries of single compounds from above.
# COc1cc(O)c(C(=O)O)c(-c2cc(O)c(O)cc2C)c1 across the screens: TCR activator: 9.1%; ELG1 DNA repair: 2.5%; KCNH2 WT inh: 1.9; KCNH2 3.1 inh: 6.1; Mito fusion yeast: -13.0%; Eya2 phos inh: 8.5%; TRPV1 ag: 0.0; TSHR antagonist: 8.1; AT treatment: 18.9%; USP2a inh: -11.9%
# NP(=O)(Oc1ccccc1Cl)Oc1ccccc1Cl across the screens: TCR activator: 5.2%; ELG1 DNA repair: ?; KCNH2 WT inh: 6.1; KCNH2 3.1 inh: 9.5; Mito fusion yeast: -10.3%; Eya2 phos inh: 5.3%; TRPV1 ag: -1.8; TSHR antagonist: -3.0; AT treatment: 1.4%; USP2a inh: 0.0%

# New compounds follow
nr	Molecule	TCR activator	ELG1 DNA repair	KCNH2 WT inh	KCNH2 3.1 inh	Mito fusion yeast
21	CC(=Nc1ccc(F)cc1)c1c(O)n(C)c(=O)[nH]c1=O	·	9.8%	0.4	5.3	3.7%
22	COC(=O)C1=C(c2ccc3ccccc3c2)C[C@@H]2CC[C@H]1N2C(=O)N1CCC(C)CC1	-1.5%	-29.8%	7.9	2.3	11.6%
23	O=C(Cc1ccccc1)N1CCN(Cc2ccc([N+](=O)[O-])cc2)CC1	-3.2%[46.1 µM]	-10.9%	2.0	-9.0	-1.5%
24	O=C(C1CCCO1)N1CCC2(CC1)OCCO2 (centres undefined)	·	4.8%	31.3	2.3	-2.7%
25	CC(=O)N1N=C(c2cccnc2)CC1c1ccccc1O (centres undefined)	-4.9%	-0.7%	2.9	15.7	3.7%
26	O=c1c2ccccc2nc(-c2ccco2)n1-c1ccncc1	-3.5%	-21.8%	-7.9	-5.6	-1.4%
27	NNC(=O)CN1C(=O)CN=C(c2ccccc2)c2cc(Br)ccc21	-2.0%	0.0%	0.8	2.0	6.3%
28	C=CCN1C(=O)/C(=C/c2ccc(N3CCOCC3)o2)C(=O)NC1=S	-2.6%[46.1 µM]	6.9%	-3.4	-2.0	5.3%
29	[O-]c1ccccc1-[n+]1c(-c2ccccc2)cc(-c2ccccc2)cc1-c1ccccc1	-1.2%	?	-3.7	12.9	3.5%
30	O=C([O-])c1ccc(-[n+]2c(-c3ccccc3)cc(-c3ccccc3)cc2-c2ccccc2)cc1	-1.9%	23.4%	-13.5	1.4	-8.8%

nr	Eya2 phos inh	TRPV1 ag	TSHR antagonist	AT treatment	USP2a inh
21	-14.5%	-1.3	9.5	10.3%	-1.4%
22	-15.0%	26.3	-23.2	-2.2%	-2.3%
23	-3.7%	3.7	10.9	0.6%	4.2%
24	0.1%	-0.3	-3.3	4.5%	4.5%
25	10.3%	0.5	1.2	-3.6%	1.7%
26	7.8%	2.4	9.2	-11.6%	-0.1%
27	-9.6%	3.2	11.7	?	2.4%
28	-6.5%	-4.4	10.6	-7.9%	29.2%
29	-29.1%	-1.7	-14.2	6.1%	0.9%
30	5.0%	-3.1	-3.2	5.1%	-0.9%

# Further results follow:
nr	Molecule	TCR activator	ELG1 DNA repair	KCNH2 WT inh	KCNH2 3.1 inh	Mito fusion yeast
31	COc1cc(CN2CC3CC(C2)c2cccc(=O)n2C3)cc(OC)c1OC (centres undefined)	-1.9%	4.1%	-1.9	6.6	-1.9%
32	CC(=NCC1CCCO1)c1c(O)n(-c2ccccc2C)c(=O)[nH]c1=O (centres undefined)	6.8%	4.5%	8.5	1.5	3.0%
33	CCc1ccc(CN2CCCC(C(=O)c3sccc3C)C2)o1 (centres undefined)	5.7%	-9.8%	14.1	7.0	4.8%
34	COc1ccc(-n2c(O)c(C(C)=NCCN3CCNCC3)c(=O)[nH]c2=O)cc1	2.3%	7.9%	-7.6	6.7	-1.5%

nr	Eya2 phos inh	TRPV1 ag	TSHR antagonist	AT treatment	USP2a inh
31	-19.0%	1.2	15.2	-3.9%	-2.8%
32	-7.2%	-0.4	-3.3	20.3%	0.1%
33	-19.8%	8.2	-19.6	1.5%	-3.5%
34	-21.8%	-2.1	9.1	1.4%	-1.9%

# The list is partial. The share of hits here may be higher or lower than overall.
